Source: PubChem BioAssay (National Center for Advancing Translational Sciences (NCATS))
D3 ag: qHTS of D3 Dopamine Receptor Agonist: qHTS; max activation, %; D3R DiscoveRx beta-arrestin cells, luminescence, 90 min; D(3) dopamine receptor (Homo sapiens), P35462; hit rate 0.58% among 410,000; in the data active = max activation above about 30%; note: 0% is about no effect; mostly tested at two doses, the higher about 12 µM
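Agonist mode: compounds and dopamine controls were applied to plated cells for 90 min at 37 degrees C after an overnight attachment at 1500 cells/well. Luminescent read-out followed 30 - 60 minutes at room temperature with DiscoveRx detection reagent.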
EPAC2 ag: qHTS for Agonist of cAMP-regulated guanine nucleotide exchange factor 4 (EPAC2): primary screen; EPAC2 activation, biochemical qHTS; response scale: 100% = 6.5 mM cAMP response; hit rate 0.079% among 360,000; AID 720711, 2013; Rap guanine nucleotide exchange factor 4 (Homo sapiens), Q8WZA2; Potency, µM (doses to about 154 µM), for inactives: at the highest dose activation, hits mostly activators; note: potency is the fitted concentration of half-maximal effect; nearly all actives have a fitted effect of over 50% in size
Target sequence (Q8WZA2 whole entry, looked up): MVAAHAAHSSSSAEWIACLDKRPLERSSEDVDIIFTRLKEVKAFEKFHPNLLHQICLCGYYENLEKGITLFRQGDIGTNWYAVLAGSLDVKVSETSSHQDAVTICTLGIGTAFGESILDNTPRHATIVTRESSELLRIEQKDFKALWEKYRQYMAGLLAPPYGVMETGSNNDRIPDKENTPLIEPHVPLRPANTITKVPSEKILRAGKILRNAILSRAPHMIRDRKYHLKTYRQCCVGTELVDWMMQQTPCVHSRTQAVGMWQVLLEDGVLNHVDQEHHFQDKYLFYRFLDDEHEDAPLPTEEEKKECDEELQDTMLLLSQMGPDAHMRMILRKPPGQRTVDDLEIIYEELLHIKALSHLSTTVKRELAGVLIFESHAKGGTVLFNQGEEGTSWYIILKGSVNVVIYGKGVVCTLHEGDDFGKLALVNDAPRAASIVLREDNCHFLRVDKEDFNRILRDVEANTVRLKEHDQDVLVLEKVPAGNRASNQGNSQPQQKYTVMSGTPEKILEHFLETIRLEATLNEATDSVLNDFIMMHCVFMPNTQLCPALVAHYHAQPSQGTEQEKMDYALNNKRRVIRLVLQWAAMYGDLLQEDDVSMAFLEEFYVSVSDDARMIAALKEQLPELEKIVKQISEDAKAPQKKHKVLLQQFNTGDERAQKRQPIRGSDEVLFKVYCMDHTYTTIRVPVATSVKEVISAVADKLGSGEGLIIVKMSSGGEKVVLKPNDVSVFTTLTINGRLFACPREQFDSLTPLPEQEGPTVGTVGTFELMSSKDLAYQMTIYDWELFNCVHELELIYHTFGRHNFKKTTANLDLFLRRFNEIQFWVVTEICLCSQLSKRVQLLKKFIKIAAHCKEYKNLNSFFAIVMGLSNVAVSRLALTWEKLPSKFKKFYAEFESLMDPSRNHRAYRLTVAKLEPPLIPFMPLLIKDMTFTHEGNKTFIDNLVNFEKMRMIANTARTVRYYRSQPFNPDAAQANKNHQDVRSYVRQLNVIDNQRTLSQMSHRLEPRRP
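In this primary screen, activation is scored as increased exchange of BODIPY-GDP from Rap1B by 100 nM EPAC2, with 50 uM GDP as competitor. Signal is normalized to the 6.5 mM cAMP agonist control.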
FUS suppressor: qHTS for Suppressors of FUS Proteinopathy: Primary screen using FUS-linked yeast assay; S. cerevisiae FUS-expressing, growth rescue, OD600, 24 h; Potency, µM (doses to about 76.6 µM), inactives show at the top dose growth rescue (activation), actives largely listed as activators; hit rate 0.24% among 390,000; AID 1347120, 2019;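 note: potency is the fitted concentration of half-maximal effect; plate controls were DMSO vehicle for no effect and reference control for full effect; nearly all actives have a fitted effect of over 55% in size; some results filed as inactive show a strong effect at the top dose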
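Galactose (2%) drives FUS expression in yeast precultured in raffinose; seeding density OD 0.005. Test compounds incubated 24hr at 30C and 99% humidity before absorbance at 600 nm was measured.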
aSyn rescue: qHTS of alpha-syn Inhibitors. Yeast expressing alpha-synuclein, growth rescue, BacTiter-Glo, 24 h. Potency, µM (highest dose often 46.1 µM), without a hit: top-dose growth rescue (activation), hits mostly activators. hit rate 0.14% among 370,000; note: potency is the fitted concentration of half-maximal effect; % of control where 0% means no effect; nearly all actives have a fitted effect of over 65% in size
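Rescue of yeast growth: cells expressing toxic alpha-synuclein, induced in galactose at OD600 0.02, incubated with compound 24 h at 30 C. ATP luminescence quantified growth; inhibitors of toxicity appear as activators.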
EPAC2 antag: qHTS for Antagonist of cAMP-regulated guanine nucleotide exchange factor 2 (EPAC2): primary screen; EPAC2 GEF exchange of Rap1B-BODIPY-GDP, fluorescence; Rap guanine nucleotide exchange factor 4 (Homo sapiens), Q8WZA2; Potency, µM (titrated, usually from 114 µM), inactives show at the highest dose activity, negative = inhibition, actives largely listed as inhibitors; AID 720708, 2013; hit rate 0.18% among 360,000; note: potency is the fitted concentration of half-maximal effect; % is set by controls: 0 for no effect and ±100 for the full control effect; nearly all actives have a fitted effect of over 45% in size; many of its hits are not listed in these tables
DRD3 antagonist: qHTS of D3 Dopamine Receptor Antagonist: qHTS. D(3) dopamine receptor (Homo sapiens), P35462. D3R cells, DiscoveRx beta-arrestin luminescence, antagonist mode; hits give low values. max response, negative = inhibition, %. hit rate 2.5% among 360,000; in the data active = max response below about -50%; inconclusive = no clear call, values can overlap the other calls; note: % is set by controls: 0 for no effect and ±100 for the full control effect; mostly tested at two doses, the higher about 12 µM
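Cells plated overnight at 1500 cells/well, then exposed to library compounds with dopamine controls for 90 minutes at 37 degrees C. DiscoveRx reagent added for 30–60 minutes at room temperature; luminescence read, quantitative HTS format.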
Abeta yeast res: qHTS for compounds that reverse cellular toxicity of Amyloid beta (A-beta) peptide in yeast: Primary Screen. yeast expressing A-beta42, growth rescue, OD600, 48 h; response scale: 0% DMSO, 100% iron-clioquinol control. Potency, µM (top dose mostly 46.1 µM), without a hit: at the highest dose growth rescue, hits mostly activators. hit rate 0.063% among 410,000. AID 1347071, 2019; note: potency is the fitted concentration of half-maximal effect; nearly all actives have a fitted effect of over 55% in size
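Yeast growth medium received pinned compounds, then yeast cells expressing toxic A-beta were added; plates incubated at 30 C for 48 hr. Growth read as absorbance at 600 nm, normalized to DMSO and equimolar FeCl3 plus clioquinol controls.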
TDP-43 yeast inh: qHTS of TDP-43 Inhibitors; TDP-43 expressing yeast growth rescue, BacTiter-Glo, 24 h; Potency, µM (highest dose often 46.1 µM), for inactives: top-dose growth rescue (activation), hits mostly activators; hit rate 1.8% among 410,000; AID 652104, 2013; note: potency is the fitted concentration of half-maximal effect; % of control where 0% means no effect; nearly all actives have a fitted effect of over 50% in size
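Readout is BacTiter-Glo luminescence of cell growth, so inhibitors register as activators. TDP-43-expressing yeast at OD600=0.02 in galactose medium, after raffinose pregrowth to mid-log, were incubated with compound for 24 hr at 30 deg C.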
* marks the source's active call; other numbers are inactive results; u = inconclusive; x = not tested or not shown; & = joins results of further samples; [ ] = dose if it differs, or a comment. Unless noted, calls come from the whole dose curve; as a rule, active = well fitted curve in the direction sought with a large enough effect; inconclusive = small, poorly fitted or top-dose-only effect, or another doubt; inactive = no such curve, though single readings can be large; an effect the other way counts as inactive or inconclusive.

#1 CCOc1ccc(CN2C(=O)c3ccccc3Sc3ccc(C(=O)NCCc4ccccc4)cc32)cc1
#2 CC(=O)n1nc(-c2ccccc2)cc1-c1ccccc1
#3 Cc1cc(C)c2c(CC(=O)Nc3cc(C(F)(F)F)ccc3Cl)coc2c1
#4 CCOC(=O)c1c(N)sc2c(NC(C)=O)cccc12
#5 O=C1CC(Sc2nnc(-c3ccccc3)o2)C(=O)N1c1ccccc1 (stereo not given)
#6 Cc1cccn2c(CNC3CCCc4ccccc43)c(C(=O)N3CCCCC3)nc12 (stereo not given)
#7 COc1ccc(C(=O)c2ccc(Cl)cc2Cl)cc1
#8 O=C(O)CCn1ncc2ccccc2c1=O
#9 CCCN1C2CCCC1CC(NC(=O)c1ccc(OC)cc1)C2 (stereo not given)
#10 CCCN(C1CCS(=O)(=O)C1)S(=O)(=O)c1cc(OC)ccc1OC (stereo not given)
Assay by compound	1	2	3	4	5	6	7	8	9	10
D3 ag	4	7	6	0	-2	-15	-6	6	0	-6
EPAC2 ag	x	11%	x	-2%	-10%	3%	19%	3%	9%	3%
FUS suppressor	u	1%	-16%	1%	13%	26%	-14%	3%	-14%	-20%
aSyn rescue	x	17%	x	-2%	5%	1%	-5%	-5%	0%	-1%
EPAC2 antag	x	-5%	x	4%	0%	3%	-24%	-4%	6%	-15%
DRD3 antagonist	x	-15	x	-81*	-15	-4	-29	0	-2	-1
Abeta yeast res	-3%	0%	12%	1%	-13%	9%	17%	-2%	-12%	-3%
TDP-43 yeast inh	3%	13µM*	5%	7%	u	-18%	u	-13%	-5%	14%

From entry 3 as far as 5, as listed above:
#3 Cc1cc(C)c2c(CC(=O)Nc3cc(C(F)(F)F)ccc3Cl)coc2c1
#4 CCOC(=O)c1c(N)sc2c(NC(C)=O)cccc12
#5 O=C1CC(Sc2nnc(-c3ccccc3)o2)C(=O)N1c1ccccc1 (stereo not given)
Assay by compound	3	4	5
D3 ag	6	0	-2
EPAC2 ag	x	-2%	-10%
FUS suppressor	-16%	1%	13%
aSyn rescue	x	-2%	5%
EPAC2 antag	x	4%	0%
DRD3 antagonist	x	-81*	-15
Abeta yeast res	12%	1%	-13%
TDP-43 yeast inh	5%	7%	u

The results go on:
#11 O=C(NCCN1CCOCC1)c1cc(-c2ccc(Cl)cc2)on1
#12 O=C(Cc1ccc(Br)cc1)N(Cc1ccccc1)c1ccccn1
#13 COc1ccc(CNC(=O)C/C(C)=N/NC(=O)C23CC4CC(CC(C4)C2)C3)cc1
#14 OC1(C2(O)CC(c3ccccc3)ON2)CCCCC1 (stereo not given)
#15 COc1ccc(C(=O)Nc2cc(-c3ccccc3)nn2-c2ccccc2F)cc1
#16 CC(C)CCn1c(=O)c2sccc2n2c(CCCC(=O)N3CCC(N4CCCCC4)CC3)nnc12
#17 CCOc1ccc(C(=O)NCC(=O)NCCSc2ccc(Br)cc2)cc1OCC
#18 C=CCNc1nc(Nc2ccc(OC)cc2)nc(OCC)n1
#19 CCC1=NC(c2ccccc2)N(O)C1(C)C (stereo not given)
#20 O=c1cc(CN2CCN(Cc3ccccc3)CC2)c2cc3c(cc2o1)CCC3
Assay by compound	11	12	13	14	15	16	17	18	19	20
D3 ag	-8	-2	-2	-13	0	-3	-5	7	-4	-39
EPAC2 ag	4%	6%	-4%	5%	5%	11%	18%	9%	0%[15.6 µM]	0%
FUS suppressor	7%	20%	-10%	2%	-27%	-13%	x	4%	-29%	u
aSyn rescue	-5%	8%	-3%	-9%	0%	-6%	-3%	-19%	-4%	12%
EPAC2 antag	-6%	u	1%	7%	-13%	8%	-2%	3%	5%	3%
DRD3 antagonist	10	-7	-19	-12	-6	-14	u	9	0	-62*
Abeta yeast res	-1%	-21%	2%	-18%	6%	-4%	-4%	18%	-6%	2%
TDP-43 yeast inh	-15%	24%	14%	9%	24%	3%	-11%	u	-11%	5%

#21 O=C(O)C1C2C=CC(C2)C1C(=O)OCC1CCCO1 (stereo not given)
#22 CCOc1ccc(S(=O)(=O)NCCC(=O)N2CCCCCCC2)cc1
#23 Cn1cc(S(=O)(=O)N2CCC(Cc3ccccc3)CC2)c(=O)n(C)c1=O
#24 CC[C@H]1OC(=O)[C@H](C)[C@@H](O[C@H]2C[C@@](C)(OC)[C@@H](O)[C@H](C)O2)[C@H](C)[C@@H](O[C@@H]2O[C@H](C)C[C@H](N(C)C)[C@H]2O)[C@](C)(O)C[C@@H](C)CN(C)[C@H](C)[C@@H](O)[C@]1(C)O
#25 O=C(O)c1ccccc1C=NNc1ccccn1
#26 COC(=O)CC1C(=O)NCCN1C(=O)c1cc([N+](=O)[O-])ccc1Cl (stereo not given)
#27 CCOc1ccccc1C(=O)N1CCC(C(=O)c2ccc(F)cc2)CC1
#28 CS(=O)(=O)Nc1ccc(C(=O)N2CCN(c3ccccc3F)CC2)cc1
#29 C=C(C)Cn1c(CCNC(=O)C(C)C)nc2ccccc21
#30 Cc1ccc(C(O)c2ncc(-c3ccc(F)cc3)[nH]2)cc1F (stereo not given)
Assay by compound	21	22	23	24	25	26	27	28	29	30
D3 ag	-4	4	5	15&-5	7	4	-7	-3	-1	6
EPAC2 ag	2%	2%	0%	3%	6%	7%	2%	0%	-3%	7%
FUS suppressor	14%	15%	-7%	-4%	x	6%	28%	7%	18%	-17%
aSyn rescue	-5%	4%	4%	0%	-11%	-5%	0%	2%	2%	8%
EPAC2 antag	4%	12%	-2%	2%	3%	-1%	12%	-2%	8%	-10%
DRD3 antagonist	-20	13	-1	4	-8	4	-21	-18	-4	16
Abeta yeast res	12%	4%	0%	-9%	3%	9%	13%	3%	-9%	-11%
TDP-43 yeast inh	-23%	22%	23%	u	u	11%	u	-6%	-12%	25%

Shown tab-delimited: entries from further up
cpd	Structure	D3 ag	EPAC2 ag	FUS suppressor	aSyn rescue	EPAC2 antag	DRD3 antagonist	Abeta yeast res	TDP-43 yeast inh
26	COC(=O)CC1C(=O)NCCN1C(=O)c1cc([N+](=O)[O-])ccc1Cl (stereo not given)	4	7%	6%	-5%	-1%	4	9%	11%
27	CCOc1ccccc1C(=O)N1CCC(C(=O)c2ccc(F)cc2)CC1	-7	2%	28%	0%	12%	-21	13%	u
28	CS(=O)(=O)Nc1ccc(C(=O)N2CCN(c3ccccc3F)CC2)cc1	-3	0%	7%	2%	-2%	-18	3%	-6%

Carrying on.
#31 O=C(N/N=C/c1ccccc1F)NC1CCCCC1
#32 O=C(NCCCN1CCOCC1)c1ccccc1NS(=O)(=O)c1ccc(F)cc1
#33 COc1ccc(NC(=O)Cn2c3ccccc3c3nc4n(c(=O)c32)CCS4)cc1
#34 COc1cccc(N2CCN(C(=O)CCc3nnc4ccc(N5CCOCC5)nn34)CC2)c1
#35 CCCn1c(Sc2nnnn2-c2ccccc2)n[nH]c1=O
#36 Cc1cc(C)c(S(C)(=O)=O)c(Oc2ccccc2C)n1
#37 COc1ccc(Br)c(C(=O)Nc2cc3c(cc2N2CCCCC2)n(C)c(=O)c(=O)n3C)c1
#38 COc1ccc(C2NC(=O)NC(C)=C2C(C)=O)cc1 (stereo not given)
#39 CC1(C(=O)NCc2ccccc2Br)CCN1Cc1csc2ccccc12 (stereo not given)
#40 N#Cc1c(NCCN)nc(NCc2ccccc2)c2c1CCN(Cc1ccccc1)C2
Assay by compound	31	32	33	34	35	36	37	38	39	40
D3 ag	4	1	-4	-7	1	-6	17	4	-8	-7
EPAC2 ag	0%	7%	1%	2%	4%	8%	x	5%	8%	20%
FUS suppressor	x	-7%	1%	13%	11%	17%	13%	5%	-3%	x
aSyn rescue	0%	-5%	-6%	-4%	-15%	-1%	x	-14%	1%	0%
EPAC2 antag	0%	4%	11%	1%	12%	-4%	x	11%	-23%	0%
DRD3 antagonist	-1	14	-8	-17	6	-29	x	16	u	6
Abeta yeast res	7%	-9%	-8%	-2%	4%	16%	20%	5%	5%	10%
TDP-43 yeast inh	0%	24%	6%	-10%	4%	-5%	9%	9%	24%	-19%

#41 O=C(NCc1nc2ccccc2[nH]1)C1=C[C@H](c2ccc3c(c2)OCO3)C[C@H](OCc2ccc(CO)cc2)O1
#42 COC(=O)Nc1ccc(SCC(=O)c2ccc(Cl)cc2)cc1
#43 Cc1noc2ncnc(NCc3ccc(Cl)cc3)c12
#44 CCCCC1=CC2=C(c3ccco3)C(=O)C(C)(OC(=O)c3ccc(OC)cc3)C(=O)C2=CN1CCOC (stereo not given)
#45 COc1ccc([N+](=O)[O-])cc1N(CC(O)CN1CCCCC1)S(=O)(=O)c1ccc(C)cc1 (stereo not given)
#46 O=C(Nc1ccccc1F)C1CCN(S(=O)(=O)c2ccc3c(c2)CCCN3C(=O)C2CCC2)CC1
#47 CN(CCOc1cccc(C(F)(F)F)c1)Cc1ccccc1
#48 CC(=O)c1cccc(Nc2nc3ccccc3n3cnnc23)c1
#49 O=C(CC1C(=O)NCCN1C1CCCC1)NCc1cccc(OC(F)(F)F)c1 (stereo not given)
#50 CCC(C)n1cnc2c(c1=O)c1nc3ccccc3nc1n2-c1ccc2c(c1)OCCO2 (stereo not given)
Assay by compound	41	42	43	44	45	46	47	48	49	50
D3 ag	-10	-5	-10	-12	-26	4	-13	0	-2	1
EPAC2 ag	22%	2%	x	3%	1%	x	-3%	15%	1%	2%
FUS suppressor	u	18%	-33%	u	30%	u	-4%	u	15%	13%
aSyn rescue	7%	-7%	x	-3%	4%	x	2%	u	-5%	-6%
EPAC2 antag	4%	-15%	x	-3%	2%	x	-4%	25%	8%	1%
DRD3 antagonist	0	-2	x	-6	u	x	-87*	15	2	21
Abeta yeast res	2%	u	-7%	-4%	-7%	-8%	-18%	7%	-1%	2%
TDP-43 yeast inh	10%	-13%[0.397 µM]	u	-1%	-14%	17%	-5%	2%	-21%	-9%

Not all compounds are listed. The share of hits here may be higher or lower than overall.
